# CASP6 VEID inh: blocks human caspase-6 cleavage activity | P55212 | purified caspase-6, Z-VEID-R110 cleavage fluorescence | inhibition, % at 12.5 µM | 350,000 tested, 0.53% active | AID 686996;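 active means mean inhibition across replicates at least about 35%, with every replicate also reaching that limit, limit read from the data; inconclusive means only one of the two criteria met; inactive means neither criterion met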;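 further: 0% = median of neutral control wells and 100% = no fluorescence left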
# Target sequence (P55212 24-179 limits assumed): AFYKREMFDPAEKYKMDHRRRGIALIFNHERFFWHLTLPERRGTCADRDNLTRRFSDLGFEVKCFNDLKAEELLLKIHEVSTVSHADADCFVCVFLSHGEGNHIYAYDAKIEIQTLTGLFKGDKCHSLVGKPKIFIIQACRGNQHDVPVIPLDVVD
# Target sequence (P55212 194-293 limits assumed): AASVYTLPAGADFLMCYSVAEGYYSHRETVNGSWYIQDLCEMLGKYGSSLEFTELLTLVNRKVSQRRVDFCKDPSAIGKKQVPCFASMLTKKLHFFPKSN
# DENV2 CPE rescue: protects cells from dengue virus 2 cytopathic effect; DENV2-infected cells, cytopathic effect rescue, plate reader; CPE inhibition, % at 9.99 µM; 350,000 tested, 1.7% active; in the data active means CPE inhibition above about 20%, passing the limit was not always enough; inconclusive means no clear call, values can overlap the other calls; tested in BHK-21 cells;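 further: 0% = median of neutral control wells and 100% = median of positive control wells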
# SIRT5 inh: blocks human SIRT5 desuccinylation of peptide | Q9NXA8 | Purified SirT5, succinyl-peptide AMC, trypsin-coupled fluorescence | inhibition, % at 15 µM | 330,000 tested, 1.1% active | AID 652115; in the data active means inhibition above about 15%; inconclusive means no clear call, values can overlap the other calls
# Target sequence (Q9NXA8 whole entry, looked up): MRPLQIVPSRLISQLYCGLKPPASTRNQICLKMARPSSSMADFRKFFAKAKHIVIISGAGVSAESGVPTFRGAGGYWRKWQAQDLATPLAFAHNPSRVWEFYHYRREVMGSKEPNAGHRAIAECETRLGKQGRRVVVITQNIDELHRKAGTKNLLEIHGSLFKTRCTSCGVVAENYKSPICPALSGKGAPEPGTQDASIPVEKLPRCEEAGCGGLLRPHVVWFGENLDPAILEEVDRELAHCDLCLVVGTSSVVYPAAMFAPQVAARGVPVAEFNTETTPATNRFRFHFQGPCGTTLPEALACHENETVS
# LGR2 inh: blocks bursicon-induced cAMP signaling via Drosophila LGR2. AID 720647. 380,000 tested, 0.35% active. inhibition, % at 9.99 µM. HEK293 LGR2, CRE-luciferase, bursicon-stimulated, 4 h;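 active means drop in luminescence signal, shown as inhibition above about 50% in the replicate tests, limit read from the data, passing the limit was not always enough; inconclusive means probably only some replicates passing the limit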;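 further: agonist challenge used bursicon conditioned medium at about half maximal strength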
# PAX8 inh HTS: inhibitors of PAX8 transcriptional activity in RMG-I cells. RMG-I TPO-luciferase reporter, SteadyGlo, 24 h. inhibition, % at 12.6 µM. 360,000 tested, 1.2% active. AID 652154;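 active means mean replicate inhibition at least 60% with every replicate also reaching 60%; inconclusive means only one of the two criteria is met; inactive means mean below 60% and not all replicates reaching 60%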;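 further: luciferase light reporting Pax8 driven TPO promoter activity; plate controls were median of neutral control wells for no effect and mitoxantrone controls for full effect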
# ARNT TACC3 PPI: ARNT/TACC3 interaction disruption; Q9Y6A5; AlphaScreen His-ARNT PAS-B/GST-TACC3 binding, luminescence; TACC3 fragment carries E629A point mutation; inhibition, % at 9.99 µM; 390,000 tested, 0.66% active; AID 623870;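 active means mean inhibition of replicates at least 50% and at least half of replicates each reaching 50%; inconclusive means half or more replicates reach 50% but mean below 50%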;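 further: 0% = complete ARNT plus TACC3 wells and 100% = ARNT alone without TACC3; many hits fall short of the cut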
# EWS-Fli inh: inhibitors of EWS/Fli oncoprotein transcriptional activity | A673 NR0B1-luciferase reporter, viability-normalised | inhibition, % at 12.6 µM | 350,000 tested, 0.67% active;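 active means mean inhibition of at least 50% after viability correction, with every replicate also passing that limit; inconclusive means mean reaches 50% but only one of two replicates passes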;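 further: firefly luciferase signal divided by Alamar Blue viability fluorescence both relative to DMSO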
# * marks the source's active call; other numbers are inactive results; ? = inconclusive; nt = no result given.
1) CCOC(=O)c1c(-c2ccccc2)csc1NC(=S)N(CC)CC
2) C[C@H](CO)N1C[C@H](C)[C@H](CN(C)Cc2ccc(-c3ccccc3)cc2)Oc2cc(C#C[C@@H](C)O)ccc2S1(=O)=O
3) CCOC(=O)c1ccc(NC(=O)c2ccccc2)cc1
4) O=C(N1CCCC1)C(F)(F)Oc1ccc(F)cc1
5) O=[N+]([O-])c1cccc(Nc2nc(Cl)nc(Cl)n2)c1
6) COc1cccc(CN2CC3(CCN(S(C)(=O)=O)CC3)c3c(n(C)c4cc(OC)ccc34)[C@@H]2CO)c1
entry no.	1	2	3	4	5	6
CASP6 VEID inh	-5	1	-3	3	7	-1
DENV2 CPE rescue	3	3	-4	2	7	-4
SIRT5 inh	0	25*	1	-4	-2	3
LGR2 inh	16	38	-65	12	-6	1
PAX8 inh HTS	-7	17	nt	2	-22	nt
ARNT TACC3 PPI	1	-5	-1	-8	nt	nt
EWS-Fli inh	11	-16	-84	-18	8	-10

# Pulled one by one from the entries so far, 3 records:
3) CCOC(=O)c1ccc(NC(=O)c2ccccc2)cc1
5) O=[N+]([O-])c1cccc(Nc2nc(Cl)nc(Cl)n2)c1
1) CCOC(=O)c1c(-c2ccccc2)csc1NC(=S)N(CC)CC
entry no.	3	5	1
CASP6 VEID inh	-3	7	-5
DENV2 CPE rescue	-4	7	3
SIRT5 inh	1	-2	0
LGR2 inh	-65	-6	16
PAX8 inh HTS	nt	-22	-7
ARNT TACC3 PPI	-1	nt	1
EWS-Fli inh	-84	8	11

# Next section:
7) CC=Cc1ccc2n(c1=O)C[C@H]1[C@H](CO)[C@@H](C(=O)NCCc3cn(C)cn3)N(C(=O)CC)[C@@H]21 (mixture of isomers)
8) O=C(NCCc1c[nH]c2ccccc12)/C(=C/c1cccnc1)NC(=O)c1ccco1
9) CC1(Oc2ccc(Cl)cc2)CCN(Cc2ccc(-c3ccccn3)cc2)C1 (stereo not given)
10) O=C(C[C@H]1CC[C@H]2[C@@H](COC[C@@H](O)CN2Cc2ccccc2)O1)N1CCOCC1
11) O=C(c1ccncc1)N1C[C@@H]2[C@H](c3ccccc31)[C@H](CO)N2C(=O)c1ccncc1
12) COc1ccc(NC(=O)N(C)C[C@H]2OCCCC[C@H](C)Oc3ccc(NC(=O)Nc4cccc5ccccc45)cc3C(=O)N([C@H](C)CO)C[C@H]2C)cc1
entry no.	7	8	9	10	11	12
CASP6 VEID inh	-1	0	-2	2	-4	nt
DENV2 CPE rescue	5	2	12	-2	7	-3
SIRT5 inh	-6	nt	-3	5	0	nt
LGR2 inh	-5	5	-16	14	10	-5
PAX8 inh HTS	nt	11	3	-13	-13	6
ARNT TACC3 PPI	nt	6	nt	-5	-9	4
EWS-Fli inh	-5	9	-2	-3	-3	-8

13) COC(=O)[C@@H]1C[C@@]2(O)[C@@H](O)[C@@H](O)[C@@H](O)C[C@H]2N1Cc1cc(OC)cc(OC)c1
14) O=C(Nc1ccccc1F)N1CC(=O)N2[C@H](CO)[C@H](c3ccc(C#CC4CC4)cc3)[C@@H]2C1
15) Brc1ccc(/C=N/Nc2nc3ccccc3o2)cc1
16) O=C(CCc1ccccc1)Nc1cc(S(=O)(=O)N2CCOCC2)ccc1N1CCCC1
17) C[C@H](CO)N1C[C@H](C)[C@H](CN(C)C(=O)Nc2ccccc2)OCCCC[C@H](C)Oc2ccc(NS(=O)(=O)c3ccc(Cl)cc3)cc2C1=O
18) COc1ccc(C(=O)NCC(=O)OCc2ccc(F)cc2Cl)cc1OC
entry no.	13	14	15	16	17	18
CASP6 VEID inh	-1	0	7	-3	31	5
DENV2 CPE rescue	-5	9	5	-5	10	-5
SIRT5 inh	nt	-2	-3	-2	12	8
LGR2 inh	3	6	-75	-7	9	-9
PAX8 inh HTS	-11	12	-128	-10	47	-20
ARNT TACC3 PPI	-2	nt	-13	34	-14	5
EWS-Fli inh	6	5	-77	2	6	5

19) CO[C@H](CN(C)C(=O)c1ccccc1F)[C@H](C)CN([C@H](C)CO)S(=O)(=O)c1ccc(Cl)cc1
20) Cc1sc2ncnc(SCC(=O)N(C)C3CCS(=O)(=O)C3)c2c1C (stereo not given)
21) CCNc1cc(S(=O)(=O)C(F)(F)F)ccc1N
22) COc1ccc(NC(=O)N2CCCCN3[C@@H](CO)[C@H](c4ccc(C5=CCCC5)cc4)[C@@H]3C2)cc1
23) O=C(c1ccco1)N1CCN(c2ncnc3scc(-c4cccs4)c23)CC1
24) CC(C)NC(=O)NC(=O)COC(=O)c1ccccc1O
entry no.	19	20	21	22	23	24
CASP6 VEID inh	0	-2	nt	0	1	3
DENV2 CPE rescue	3	-2	nt	2	?	-2
SIRT5 inh	-3	11	nt	6	-3	1
LGR2 inh	-5	0	-13	nt	17	-21
PAX8 inh HTS	nt	-13	3	-13	nt	1
ARNT TACC3 PPI	1	1	3	nt	2	2
EWS-Fli inh	2	7	nt	10	3	4

25) C[C@H](CO)N1C[C@H](C)[C@@H](CN(C)Cc2cncnc2)Oc2ncc(/C=C/c3ccccc3)cc2C1=O
26) CS(=O)(=O)N1CCN(c2ccc(NC(=O)c3ccc([N+](=O)[O-])o3)cc2)CC1
27) O=c1cc(CN(Cc2ccccc2)Cc2ccccc2)c2ccccc2o1
28) CN(C)CCCn1c(=S)[nH]c2sc3c(c2c1=O)CCCC3
29) C[C@H](CO)N1C[C@H](C)[C@H](CN(C)C(=O)Nc2ccc(C(F)(F)F)cc2)Oc2ccc(NS(C)(=O)=O)cc2CC1=O
30) Cc1c(NS(=O)(=O)c2cc(C(=O)NCc3ccco3)cc(Cl)c2Cl)c(=O)n(-c2ccccc2)n1C
entry no.	25	26	27	28	29	30
CASP6 VEID inh	1	-3	4	-8	-1	10
DENV2 CPE rescue	-3	-3	10	5	2	-13
SIRT5 inh	-3	0	0	-6	nt	-2
LGR2 inh	-7	10	22	-6	8	5
PAX8 inh HTS	nt	71*	9	-4	6	12
ARNT TACC3 PPI	-1	-3	nt	8	nt	-14
EWS-Fli inh	-8	43	-2	-5	12	10

31) Cc1cccc(C)c1NS(=O)(=O)c1ccc(-c2ccc(=O)[nH]n2)o1
32) CC1=NN(c2ccc(C)cc2)C(=O)/C1=C\C=C\c1ccccc1
33) CCOc1ccc(NC(=O)COC(=O)c2c[nH]c3ccccc23)cc1
34) CCc1cccc(NC(=O)C(NC(=O)C2CCCCC2)C(C)C)c1 (stereo not given)
35) CSCCC(NC(=O)c1ccco1)C(=O)N1CCCC(C(F)(F)F)C1 (stereo not given)
36) CCc1cc(=O)oc2cc(C)cc(OC(C)C(=O)NC3CC(C)(C)NC(C)(C)C3)c12 (stereo not given)
entry no.	31	32	33	34	35	36
CASP6 VEID inh	41*	2	0	-2	-97	0
DENV2 CPE rescue	7	-3	-4	0	0	2
SIRT5 inh	1	-2	nt	-3	2	-7
LGR2 inh	-2	0	-1	4	-1	0
PAX8 inh HTS	9	3	21	3	6	-9
ARNT TACC3 PPI	5	nt	nt	-3	-12	28
EWS-Fli inh	1	61*	5	8	1	-8

37) CC(C)NC(=O)N[C@H]1C=C[C@@H](CC(=O)NCCCN(C)C)O[C@@H]1CO
38) Cc1cccc(/C=N/Nc2ccc3ccccc3n2)c1
39) Cc1ccc(NC(=O)CSc2nc(C)c(Cc3ccccc3)c(=O)[nH]2)cc1
40) CC(CCC(=O)NN)C1CCC2C3CCC4CC(O)CCC4(C)C3CCC12C (stereo not given)
41) CCC(=O)N1CCC1(C)C(=O)Nc1ccc(Cl)c(Cl)c1 (stereo not given)
42) CS(=O)(=O)Nc1ccc(S(=O)(=O)N2CCCC2)cc1
entry no.	37	38	39	40	41	42
CASP6 VEID inh	0	16	-2	1	1	1
DENV2 CPE rescue	-2	-5	13	-6	-2	2
SIRT5 inh	1	-4	-7	-1	1	-4
LGR2 inh	12	79*	-1	17	9	-3
PAX8 inh HTS	-13	54	6	-23	nt	3
ARNT TACC3 PPI	-39	24	-4	-7	nt	-4
EWS-Fli inh	4	74*	6	0	-11	3

43) COC(=O)c1cnc(Nc2nc(C(N)Cc3ccc(Cl)cc3)cs2)nc1C(F)(F)F (stereo not given)
44) COCC1CCN(C(=O)c2cc(COc3ccc(F)cc3Cl)on2)C1 (stereo not given)
45) CC(C)(C)C1CCC(=NOC(=O)c2ccc(F)cc2)CC1 (stereo not given)
46) CCOc1ccc(/C=C/c2nc(C#N)c(NCCCOC)o2)cc1
47) CC(C)Cn1c(/C=N/Nc2nc3ccccc3[nH]2)nc2ccccc21
48) CC(C)NC(=O)Nc1ccc2c(c1)CC(=O)N([C@H](C)CO)C[C@@H](C)[C@@H](CN(C)CC1CC1)O2
entry no.	43	44	45	46	47	48
CASP6 VEID inh	-2	2	-1	0	-6	0
DENV2 CPE rescue	-1	0	1	0	4	-3
SIRT5 inh	-2	2	2	-6	-11	1
LGR2 inh	3	-29	3	-4	19	-9
PAX8 inh HTS	-21	-56	-8	8	11	14
ARNT TACC3 PPI	nt	nt	-1	-10	-2	-15
EWS-Fli inh	-6	-43	3	42	-12	nt

49) Cc1cc(C)cc(N(CCC#N)C(=O)COC(=O)c2ccccc2SCC(=O)N2CCCC2)c1
50) O=c1cnc(-c2ccc(Cl)cc2)cn1O
51) O=C(CSc1nnc(CNC(=O)c2c(F)cccc2F)o1)NCc1ccccc1
52) O=C(c1ccccn1)N1CC[C@H]2[C@H](CO)Nc3ccc(-c4ccc(F)cc4)cc3[C@H]21
53) CCOC(=O)c1c(NC(=O)C(C)Sc2c[nH]c3ccccc23)sc2c1CCC2 (stereo not given)
54) COCC(=O)N1CCCCN2[C@H](C1)[C@@H](c1ccc(-c3ccccc3)cc1)[C@@H]2CO
entry no.	49	50	51	52	53	54
CASP6 VEID inh	-1	-3	-4	-2	-3	-4
DENV2 CPE rescue	16	-4	-3	-3	0	7
SIRT5 inh	2	-1	0	nt	1	-3
LGR2 inh	-7	nt	-5	-2	4	10
PAX8 inh HTS	11	1	-4	-2	28	1
ARNT TACC3 PPI	1	nt	0	11	15	-4
EWS-Fli inh	8	-39	nt	-23	9	-10

55) O=C(CN1CCN(Cc2ccccc2)CC1)N/N=C\C=C/c1ccco1
56) CCCCCNC(=O)c1ccc2c(=O)n(CC3CCCO3)c(=S)[nH]c2c1 (stereo not given)
57) O=C(Nc1cccc(S(=O)(=O)N2CCCCCC2)c1)C1CCN(C(=O)c2ccc(Cl)cc2)CC1
58) CCCC1=Nc2cc(C(=O)N3CCC(C(=O)OCC)CC3)ccc2Sc2ccccc21
59) O=C(COC(=O)CN1C(=O)c2ccccc2C1=O)Nc1ccccc1
60) CCOC(=O)/C=c1\s/c(=C\c2ccc(C(=O)OC)cc2)c(=O)n1CC(=O)Nc1ccccc1
entry no.	55	56	57	58	59	60
CASP6 VEID inh	-4	-1	-102	-1	-1	-3
DENV2 CPE rescue	0	1	-4	?	-1	-4
SIRT5 inh	5	nt	-6	0	10	1
LGR2 inh	5	7	17	-4	nt	1
PAX8 inh HTS	20	-66	46	18	-7	-12
ARNT TACC3 PPI	24	-1	2	14	0	1
EWS-Fli inh	-7	5	25	nt	10	6

61) O=C(NC(=S)N1CCCCC1CO)C12CC3CC(CC(C3)C1)C2 (stereo not given)
62) C=CCn1c(=O)/c(=C\c2ccccn2)s/c1=C(/C#N)C(=O)NCC1CCCO1 (stereo not given)
63) COc1ccc(C#Cc2ccc([C@@H]3[C@H](CO)N4CCCCN(S(=O)(=O)c5ccccc5)C[C@@H]34)cc2)cc1
64) COc1ccc(/C=C2\SC(N3CCCCC3)=NC2=O)cc1OC
65) CCOC(=O)c1ccc[n+](CC(=O)c2ccc(NC(=O)c3ccccc3)cc2)c1
66) O=[N+]([O-])c1ccc2cn[nH]c2c1
67) CCOc1ccccc1NC(=O)CSC1=NN2CCCC(=O)N=C2S1
entry no.	61	62	63	64	65	66	67
CASP6 VEID inh	1	3	-2	3	-4	1	2
DENV2 CPE rescue	0	9	-31	8	8	14	-3
SIRT5 inh	-6	-3	-3	1	-3	-2	-12
LGR2 inh	8	15	-38	-15	0	4	10
PAX8 inh HTS	-8	-9	-6	-5	3	1	-15
ARNT TACC3 PPI	-4	2	-4	1	17	13	-3
EWS-Fli inh	-3	-1	-7	-22	-5	2	6

# Bioassay records: PubChem BioAssay, Broad Institute
